Screening results as filed in PubChem.
D2 potentiator: positive allosteric modulators of human D2 dopamine receptor | P14416 | HEK293 T-REx D2, calcium flux, EC20 dopamine potentiation | potentiation, % at 10 µM | actives 0.34% (n = 340,000) | AID 485347;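 active = potentiation over 3 SD above the plate norm, cut at about 30% in these data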; also: 0% is about no effect
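Calcium flux readout, no-wash dye, 1 read/s. Inducible HEK293 Trex D2 line, overnight 30 C. Compound alone 180 s (agonist flags), then EC20 dopamine, another 180 s to score potentiation.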
D1 agonist: agonists of human D1 dopamine receptor | P21728 | HEK293 T-REx D1 cells, calcium flux, agonist mode | activation, % at 2 µM | actives 1% (n = 360,000) | AID 504660; in the data active = activation above about 30%; also: 0% is about no effect
Target sequence (P21728 whole entry, looked up): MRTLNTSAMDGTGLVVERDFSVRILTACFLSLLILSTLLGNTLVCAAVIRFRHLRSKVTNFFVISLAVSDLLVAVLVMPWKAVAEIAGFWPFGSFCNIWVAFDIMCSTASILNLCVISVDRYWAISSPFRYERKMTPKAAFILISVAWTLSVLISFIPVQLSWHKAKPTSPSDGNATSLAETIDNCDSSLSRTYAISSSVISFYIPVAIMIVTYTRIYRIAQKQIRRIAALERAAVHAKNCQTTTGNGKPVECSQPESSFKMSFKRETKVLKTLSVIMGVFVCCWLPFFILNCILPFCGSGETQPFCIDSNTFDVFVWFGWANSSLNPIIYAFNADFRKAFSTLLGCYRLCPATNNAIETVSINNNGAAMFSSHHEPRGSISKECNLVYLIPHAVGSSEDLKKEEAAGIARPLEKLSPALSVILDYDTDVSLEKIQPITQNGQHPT
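Inducible HEK293 T-REx D1 cells, force-coupled to calcium signalling, were plated at 4000 cells/well with tetracycline and held overnight at 30 C. After no-wash calcium dye loading, compound-evoked calcium rise over 180 s flagged agonists.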
TRHR ag: activates the human TRH receptor | actives 0.18% (n = 360,000) | P34981 | TRHR cells, calcium flux fluo-8, FDSS agonist mode | activation, % at 2 µM; in the data active = activation above about 30%; also: 0% is about no effect
Target sequence (P34981 whole entry, looked up): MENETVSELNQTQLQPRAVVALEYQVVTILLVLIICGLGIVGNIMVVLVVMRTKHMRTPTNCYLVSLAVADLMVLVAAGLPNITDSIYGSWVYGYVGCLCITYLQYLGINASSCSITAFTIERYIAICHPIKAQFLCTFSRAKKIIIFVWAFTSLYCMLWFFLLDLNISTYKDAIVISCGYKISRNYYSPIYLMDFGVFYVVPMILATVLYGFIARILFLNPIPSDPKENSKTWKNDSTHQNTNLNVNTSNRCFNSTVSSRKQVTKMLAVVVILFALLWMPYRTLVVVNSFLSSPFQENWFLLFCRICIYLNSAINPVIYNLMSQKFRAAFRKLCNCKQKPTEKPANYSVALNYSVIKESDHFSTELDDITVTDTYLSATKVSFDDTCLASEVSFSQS
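Agonist-mode FDSS calcium read (Ex 480/Em 530, 1 s cycles) in 1536-well TRHR cells with fluo-8 dye, after 10-cycle baseline and 23 nL compound addition; TRH at EC20 (10 nM final) added afterwards for the enhancer phase.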
RXFP1 antagonist: blocks the human relaxin receptor RXFP1; Q9HBX9; HEK293-RXFP1, relaxin-stimulated cAMP HTRF, 30 min; active compounds read low; activity change, negative = inhibition, % at 57.5 µM; actives 0.59% (n = 350,000);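 active = activity change of -60% or lower, but not beyond a set lower limit; inconclusive = change between -60% and -40%, or beyond the set limit; inactive = change above -40%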; also: % is scaled to controls: 0 for no effect and ±100 for the full control effect
D1 PAM: potentiators of human D1 dopamine receptor; HEK293 TREx D1 cells, calcium flux, dopamine EC20 potentiation; AID 504651; actives 0.036% (n = 360,000); potentiation, % at 10 µM; in the data active = potentiation above about 30%; also: 0% is about no effect
D1 antagonist: antagonists of human D1 dopamine receptor. actives 3.2% (n = 360,000). P21728. activity change, negative = inhibition, % at 10 µM. HEK293 TREx D1 cells, calcium flux, dopamine EC80; active compounds read low. AID 504652; in the data active = activity change below about -30%; also: % is scaled to controls: 0 for no effect and ±100 for the full control effect
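HEK293 T-REx cells expressing inducible, force-coupled D1 receptor; no-wash Ca dye, 30–90 min RT. Cmpd → 180 s read at 1 Hz → EC80 DA → 180 s read.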
TRHR enhancer: allosterically enhances the human TRH receptor | P34981 | TRHR cells, fluo-8 calcium fluorescence, EC20 TRH enhancement | enhancement, % at 2 µM | actives 0.66% (n = 360,000); in the data active = enhancement above about 30%; also: 0% is about no effect
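TRHR-expressing cells loaded with fluo-8 calcium dye were read kinetically (ex 480/em 530) during compound addition, then stimulated with an EC20 of TRH (10 nM final). Enhancement of the Gq-mediated intracellular calcium response was scored.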
Anesthetic bind: candidate novel general anesthetic via apoferritin binding; P02791; apoferritin/1-aminoanthracene competitive binding, fluorescence; actives 0.074% (n = 350,000); AID 485281; Potency, µM (doses to about 77.5 µM), without a hit: top-dose activity change, negative = displacement, actives largely listed as inhibitors; also: potency is read from the fitted curve at half-maximal effect; % is scaled to controls: 0 for no effect and ±100 for the full control effect; nearly all actives have a fitted effect of over 20% in size
Target sequence (P02791 2-175 limits assumed): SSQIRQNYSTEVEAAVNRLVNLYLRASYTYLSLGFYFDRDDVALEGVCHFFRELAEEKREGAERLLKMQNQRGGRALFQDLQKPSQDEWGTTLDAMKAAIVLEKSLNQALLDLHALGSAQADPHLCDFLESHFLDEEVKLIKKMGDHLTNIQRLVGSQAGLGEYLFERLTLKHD
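Read-out: endpoint 1-AMA fluorescence, excitation 380 nm and emission 535 nm, after compounds sit 10 min at room temperature with 10 uM horse-spleen apoferritin in 50% saturated 1-AMA/PBS. Values come from four-parameter Hill fits.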
RXFP1 ag: activates the human relaxin receptor RXFP1; Q9HBX9; HEK293T-RXFP1 cAMP TR-FRET, 30 min; response scale: percent of porcine relaxin response, buffer zero; Potency, µM (highest dose often 57.5 µM), for the others: at the highest dose activation, hits mostly activators; actives 0.3% (n = 370,000); AID 2676; also: potency is read from the fitted curve at half-maximal effect; % is scaled to controls: 0 for no effect and ±100 for the full control effect; nearly all actives have a fitted effect of over 60% in size; many of its hits are not listed in these tables
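Agonist response is measured as cAMP accumulation in an RXFP1-transfected HEK293T line under PDE4 inhibition. Values are scaled between buffer-only and 29 nM porcine relaxin, and EC50s come from standard Hill equation fits.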
* hit, by the source's call; ? = inconclusive; . = not tested or not shown; & = joins results of further samples; ! = not confirmed by another sample. Unless noted, calls follow the shape of the dose curve; as a rule, active = well fitted curve in the direction sought with a large enough effect; inconclusive = small, poorly fitted or top-dose-only effect, or another doubt; inactive = no such curve, though single readings can be large; an effect the other way counts as inactive or inconclusive.

Values in the order: D2 potentiator	D1 agonist	TRHR ag	RXFP1 antagonist	D1 PAM	D1 antagonist	TRHR enhancer	Anesthetic bind	RXFP1 ag
#1 CCc1ccc(OCC(=O)N(C)C2CCS(=O)(=O)C2)cc1 (stereo not drawn)
  -3	10	-0.3	0	0	-15	9	7%	-3.2%
#2 C=CCN(C(=O)Cn1nnc2ccccc21)C(C(=O)NCCOC)c1ccc(OC)cc1OC (stereo not drawn)
  -4	0	-0.3	3	6	-5	1	-13%	0.9%
#3 CCNC(=O)CCCN1C(=O)CCn2nc(-c3cccn3C)cc21
  1	0	0.3	-5	-2	-1	2	13%	-1.2%
#4 COc1ccc(CCC(=O)NC2CCCc3ccccc32)cc1OC (stereo not drawn)
  5	3	1.8	10	10	5	-21	1%	0.0%
#5 O=C(NCCc1csc(-c2cccnc2)n1)c1ccccc1
  2	0&-3	-0.2&0.2	-7	3&-4	-47*!	0&-7	-3%&-3%	-0.4%&0.1%
#6 Cc1cc(C)c(C(=O)CSc2nnc(C)c(=O)[nH]2)cc1C
  3	8	0.6	2	20	-25	2	-9%	1.0%
#7 O=P(O)(O)CCP(=O)(c1ccccc1)c1ccccc1
  -3	7	0.1	10	2	-4	1	-3%	0.2%
#8 CCOC(=O)C1CCN(c2c([N+](=O)[O-])c(C(Cl)Cl)nn2-c2ccccc2)CC1
  13	5	-0.2	-30	-16	4	9	-20%	0.3%
#9 COC(=O)C1C2C=CC3(CN(c4cccc(C)c4)C(=O)C13)O2 (stereo not drawn)
  -3	1	0.4	.	-5	-4	4	-10%	1.2%
#10 Cn1c(C(=O)NCC2CCCO2)cc2c(=O)n(C)c3ccccc3c21 (stereo not drawn)
  -9	2	0.3	.	-6	16	3	-4%	14%

Values in the order: D2 potentiator	D1 agonist	TRHR ag	RXFP1 antagonist	D1 PAM	D1 antagonist	TRHR enhancer	Anesthetic bind	RXFP1 ag
#11 Cc1cccc(C(=O)NCCCNC(=O)c2cccc(C)c2)c1
  -6	0	-0.5	-7	-12	-7	3	-16%	-0.1%
#12 O=C(COC(=O)/C=C/c1ccccc1Cl)NCc1ccccc1
  4	2	-1.8	-14	-10	20	3	-12%	0.3%
#13 O=C(COc1coc(CN2CCN(c3ccc(F)cc3)CC2)cc1=O)NC1CCCC1
  1	3	0.1	-4	-10	-8	19	.	0.9%
#14 Cc1ccc(SCC(=O)OCC(=O)NCc2cccs2)cc1
  1	0	0.2	9	-2	-2	-1	.	0.0%
#15 Cc1ccccc1S(=O)(=O)Cc1ccc(C(=O)NC2CCC(C)CC2)o1 (stereo not drawn)
  23&8	4&1	-1.2&-0.4	-9	-2&3	12&6	6&3	-7%&-6%	3.7%&-0.7%
#16 Cn1c(SCc2ccc3c(c2)OCO3)nnc1-c1ccccc1
  .	-3	-0.7	-6	3	11	4	-10%	0.0%
#17 OCCN1CCN(c2ncnc3scc(-c4ccc(F)cc4)c23)CC1
  -1	2	-0.1	6	-3	-7	1	-5%	3.3%
#18 CCCCNC(=O)C(=O)N/N=C/c1ccc(C(=O)OC)cc1
  7	1	1.5	8	-8	28	1	-3%	-1.3%
#19 COc1cc2c(cc1OC)n(Cc1ccc([N+](=O)[O-])cc1)c(=O)n1nc(-c3ccccc3)nc21
  10	1	0.5	-5	1	37	-1	2%	-1.1%
#20 CCc1ccccc1NC(=O)CSc1nnc(CC)c(CC)n1
  -3	1	-0.4	-6	0	-1	2	-9%	1.3%

Values in the order: D2 potentiator	D1 agonist	TRHR ag	RXFP1 antagonist	D1 PAM	D1 antagonist	TRHR enhancer	Anesthetic bind	RXFP1 ag
#21 COc1ccc(N/C=C/C(=O)c2ccc(Cl)cc2)cc1
  -4	7	0.5	4	1	19	-3	5%	0.6%
#22 CS(=O)(=O)N1CCC(C(=O)NCCc2ccccc2)CC1
  -1	1	0.8	-8	0	-6	-4	-11%	0.0%
#23 COc1ccc(N2CCN(c3oc(/C=C/c4ccc(F)cc4)nc3C#N)CC2)cc1
  14	-1	0.5	12	1	-12	2	-4%	1.3%
#24 Cc1ccccc1CN1CCNC(=O)C1CC(=O)NCCC1=CCCCC1 (stereo not drawn)
  11	1	0.6	-4	0	-7	-7	?	-1.1%
#25 CCCN1CCN(CC(=O)Nc2nnc(C)s2)CC1
  -2	3	0.6	-1	-2	-2	-13	-4%	0.2%
#26 COCCNC(=O)CN(Cc1ccc(Cl)cc1)S(C)(=O)=O
  -7	-3	-0.4	2	-2	4	1	-9%	0.1%
#27 Cc1ccc(NC(=O)c2cc(C)n(-c3cccc(C)c3)c2C)cc1
  5	1	0.2	-33	0	2	4	-11%	2.3%
#28 O=C1c2ccccc2C(=O)N1CCCc1c[nH]c2ccc(Cl)cc12
  -1	3	-0.3	.	-5	-12	4	-19%	-1.4%
#29 Clc1ccc(Cn2ncc3c(NCc4ccco4)ncnc32)c(Cl)c1
  8	7	-0.5	-33	-1	4	6	-3%	3.6%
#30 O=C(NCc1cccs1)c1ccc([N+](=O)[O-])cc1Cl
  -9	-1	-1.1	7	-7	9	4	-2%	0.5%

Values in the order: D2 potentiator	D1 agonist	TRHR ag	RXFP1 antagonist	D1 PAM	D1 antagonist	TRHR enhancer	Anesthetic bind	RXFP1 ag
#31 CCc1ccccc1N(C(=O)c1snc(C(N)=O)c1N)C(C(=O)NCC1CCCO1)c1ccc(OC)c(OC)c1 (stereo not drawn)
  -7	0	0.0	-24	-1	10	-2	3%	0.5%
#32 COC(=O)c1ccccc1N(Cc1ccccc1)S(C)(=O)=O
  3	4	-0.1	-13	-2	-6	6	-6%	3.0%
#33 CN(C)c1ccc(/C=C2/NC(=O)NC2=O)cc1
  -4	3	0.4	-6	-2	25	-6	-7%	-1.3%
#34 CCn1c(=O)c(C(=O)NCc2ccccc2)c(O)c2ccccc21
  -1	13	0.4	7	0	26	-5	-3%	12%
#35 CCN(CC)CCN(Cc1cc2cc3c(cc2[nH]c1=O)OCCO3)C(=O)NC1CCCCC1
  -11	1	0.1	-3	-13	3	-3	1%	1.0%
#36 CN(C)S(=O)(=O)N1CCC(Oc2ccc(C(=O)NC3CCOC(C)(C)C3)cc2)CC1 (stereo not drawn)
  -7	5	0.5	9	3	-3	-1	-4%	1.8%
#37 Cc1cc(C(=O)N/N=C/c2cc(Br)ccc2OC(=O)c2ccc(Br)cc2)n[nH]1
  10	6	-0.6	.	-3	3	-4	-12%	0.4%
#38 O=c1cnnc(Nc2ccc(F)cc2)[nH]1
  2	2	1.3	-2	1	6	3	-2%	0.2%
#39 CN(C)S(=O)(=O)c1ccc(Cl)c(C(=O)OCC(=O)NC(=O)c2cccn2C)c1
  3	1	-0.2	0	-7	12	-4	8%	3.1%
#40 COC(=O)c1ccc(CNC(=O)Cn2nnnc2CN(C)C(C)C)cc1
  12	-2	1.0	10	0	13	-3	-7%	-1.5%

Values in the order: D2 potentiator	D1 agonist	TRHR ag	RXFP1 antagonist	D1 PAM	D1 antagonist	TRHR enhancer	Anesthetic bind	RXFP1 ag
#41 CCn1c(C(=O)N2CCCC(C(=O)N3CCN(c4cc(C)ccc4C)CC3)C2)cc2sccc21 (stereo not drawn)
  5	0	0.2	1	-1	-20	-1	8%	19%
#42 CC(=O)c1ccc(N2C(=O)N(Cc3cc(C)ccc3C)c3ccccc3S2(=O)=O)cc1
  3	11	0.3	.	-2	18	3	-17%	0.5%
#43 O=C(CCc1cccc(Cl)c1)N1CCCC(Nc2ccccc2)C1 (stereo not drawn)
  2	-1	-0.7	-10	-1	1	5	-20%	-3.0%
#44 O=C(Nc1ccccc1N1CCN(C(=O)c2ccccc2)CC1)c1cccc(Cl)c1
  -3	2	0.0	-2	-7	0	-14	-7%	1.9%

From compound 33 to 42, as listed above:
Values in the order: D2 potentiator	D1 agonist	TRHR ag	RXFP1 antagonist	D1 PAM	D1 antagonist	TRHR enhancer	Anesthetic bind	RXFP1 ag
#33 CN(C)c1ccc(/C=C2/NC(=O)NC2=O)cc1
  -4	3	0.4	-6	-2	25	-6	-7%	-1.3%
#34 CCn1c(=O)c(C(=O)NCc2ccccc2)c(O)c2ccccc21
  -1	13	0.4	7	0	26	-5	-3%	12%
#35 CCN(CC)CCN(Cc1cc2cc3c(cc2[nH]c1=O)OCCO3)C(=O)NC1CCCCC1
  -11	1	0.1	-3	-13	3	-3	1%	1.0%
#36 CN(C)S(=O)(=O)N1CCC(Oc2ccc(C(=O)NC3CCOC(C)(C)C3)cc2)CC1 (stereo not drawn)
  -7	5	0.5	9	3	-3	-1	-4%	1.8%
#37 Cc1cc(C(=O)N/N=C/c2cc(Br)ccc2OC(=O)c2ccc(Br)cc2)n[nH]1
  10	6	-0.6	.	-3	3	-4	-12%	0.4%
#38 O=c1cnnc(Nc2ccc(F)cc2)[nH]1
  2	2	1.3	-2	1	6	3	-2%	0.2%
#39 CN(C)S(=O)(=O)c1ccc(Cl)c(C(=O)OCC(=O)NC(=O)c2cccn2C)c1
  3	1	-0.2	0	-7	12	-4	8%	3.1%
#40 COC(=O)c1ccc(CNC(=O)Cn2nnnc2CN(C)C(C)C)cc1
  12	-2	1.0	10	0	13	-3	-7%	-1.5%
#41 CCn1c(C(=O)N2CCCC(C(=O)N3CCN(c4cc(C)ccc4C)CC3)C2)cc2sccc21 (stereo not drawn)
  5	0	0.2	1	-1	-20	-1	8%	19%
#42 CC(=O)c1ccc(N2C(=O)N(Cc3cc(C)ccc3C)c3ccccc3S2(=O)=O)cc1
  3	11	0.3	.	-2	18	3	-17%	0.5%

The list is partial (hit frequency here may not be typical).
